# KOR beta-arrestin-1 = kappa opioid receptor activators – cell-based, luminescence, uHTS, primary screen (AID 1777) | KOR beta-arrestin recruitment, luminescence; higher % means a stronger effect | one-dose activation, % at 10 µM; EC50 in µM for titrated hits | 0.02% of 280,000 active; in the data active means activation above about 50%, passing the limit was not always enough; further: a part of the inactive calls stands beside numbers as strong as those of hits
# Myeloid diff 2 = promotes myeloid progenitor differentiation; ER-HoxA9 myeloid progenitors, lysozyme-GFP differentiation, flow cytometry; AID 624256; 1% of 360,000 active; calls only at 10 µM;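 active means normalized GFP-positive differentiation at or above the plate's own cutoff, the solvent-only control mean plus 3 SD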;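 further: cells exposed to compound for four days before flow analysis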
# NOD1 NF-kB reporter = NOD1 signaling inhibitors, primary screen, cell-based, luminescence, uHTS (AID 1578); NOD1-driven NF-kB luciferase reporter cells, luminescence; higher % means a stronger effect; inhibition, % at 4 µM, or EC50 in µM where a hit was titrated; 1% of 290,000 active; in the data active means inhibition mostly above about 36%, no sharp cut-off; inactive means mostly below about 34%;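 further: HEK-293T reporter cells stimulated with the NOD1 agonist gamma-tri-DAP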
# HIV fusion peptide = inhibitors of HIV fusion peptide binding, primary screen, biochemical, uHTS, fluorescence dequenching (AID 1986). one-dose inhibition, % at 20 µM; IC50 in µM for titrated hits. 0.3% of 290,000 active. cell-free peptide binding, fluorescence dequenching, 30 min; higher % means a stronger effect; in the data active means inhibition mostly above about 52%, no sharp cut-off; inactive means mostly below about 76%; further: some results filed as inactive read as strong as hits
# GPR55 antagonists = inhibition of LPI-stimulated GPR55 beta-arrestin translocation – imaging, U2OS, beta-arrestin-GFP, LPI agonist, primary screen (AID 2013); 0.13% of 290,000 active; U2OS GPR55 beta-arrestin-GFP translocation imaging, LPI antagonism; higher % means a stronger effect; one-dose inhibition, % at 10 µM; IC50 in µM for titrated hits;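 active means spots per cell inhibited over 60%, with over 100 cells counted and total cytoplasm intensity under 500,000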;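 further: U2OS cells stably carrying GPR55 and arrestin-GFP stimulated by 5 µM LPI near EC80; imaged beta-arrestin-GFP aggregate spots per cell after agonist stimulation; plate controls were LPI-stimulated DMSO wells for no effect and DMSO wells without LPI for full effect; some results filed as inactive read as strong as hits; confirmed hits need IC50 under 10 µM and bright autofluorescent wells are also inconclusive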
# KOR beta-arrestin-2 = kappa opioid receptor blockers – cell-based, luminescence, uHTS (AID 1778); KOR beta-arrestin recruitment, luminescence, antagonist mode; higher % means a stronger effect; one-dose inhibition, % at 10 µM; IC50 in µM for titrated hits; 0.091% of 290,000 active; further: strong numbers were not always called active
# GPR55 beta-arrestin = GPR55 agonists via beta-arrestin recruitment, primary screen, imaging, U2OS cells, beta-arrestin-GFP redistribution (AID 1961). 0.048% of 290,000 active. U2OS GPR55 beta-arrestin-GFP redistribution imaging; higher % means a stronger effect. one-dose activation, % at 10 µM; EC50 in µM for titrated hits;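 active means activation above 40% with more than 50 cells counted in the well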;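 further: U2OS osteosarcoma cells stably expressing GPR55 and beta-arrestin-GFP; plate controls were DMSO negative control for no effect and LPI positive control for full effect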
# NOD2 inhibition = inhibition of NOD2-driven NF-kB reporter – cell-based, luminescence, uHTS, HEK293 (AID 1566); HEK293 NOD2/NF-kB luciferase reporter, luminescence; higher % means a stronger effect; inhibition, % at 4 µM, or EC50 in µM where a hit was titrated; 0.63% of 290,000 active; further: many of its hits are not listed in these tables
# GPR35 arrestin U2OS = inhibition of zaprinast-stimulated GPR35 beta-arrestin translocation – imaging, U2OS, beta-arrestin-GFP, zaprinast agonist, primary screen (AID 2058) | U2OS GPR35 beta-arrestin-GFP translocation imaging, zaprinast antagonism; higher % means a stronger effect | inhibition, % at 10 µM; hits with a dose series show IC50 in µM | 0.052% of 290,000 active;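 active means inhibition of at least 50% with at least 30 cells and total cytoplasm GFP at most 10,000,000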
# Myeloid diff 2 GFP+ MAC1+ % = second read-out of Myeloid diff 2, no call of its own (marks repeat the call); GFP+ MAC1+ double positive, %; measured here: differentiation confirmed by MAC1 staining
# Numbers without * were called inactive; i = inactive; x = not tested or not shown; [ ] = remark or other dose. Unless noted, no stated cut-off is given here; in the data, active means inhibition above about 50%; inactive means the rest. The list is partial; the hit share may differ from the screen's.
# Values run as follows: KOR beta-arrestin-1, Myeloid diff 2, Myeloid diff 2 GFP+ MAC1+ %, NOD1 NF-kB reporter, HIV fusion peptide, GPR55 antagonists, KOR beta-arrestin-2, GPR55 beta-arrestin, NOD2 inhibition, GPR35 arrestin U2OS
> CCC(C)C(NC(=O)c1ccccc1NC(=O)c1ccc(C)cc1)C(=O)O (stereo unspecified)
  -4.8%, i, 0.2, -33%, 1.3%, 10%, -1%, -0.1%, 3%, 2%
> O=c1[nH]c2cc(S(=O)(=O)CCO)ccc2o1
  3.3%, i, 0.1, 0%, -2.1%, 12%, 4%, 0.3%, 20%, 13%
> O=C(Oc1ccccc1N1CCOCC1)c1ccccc1
  0.5%, i, 0.6, -11%, 1.4%, 9%, 14%, -0.2%, 2%, -4%
> CCN(c1ccccc1)S(=O)(=O)c1cc(OC)ccc1OC
  -4.2%, i, 0.5, 0%, -1.6%, 1%, 12%, -0.2%, -8%, 1%
> O=C(NCc1ccc2c(c1)OCO2)C1CCN(c2ccc(S(=O)(=O)N3CCCC3)cc2)CC1
  -2.2%, i, 5.5, 35%, -3.4%, -6%, -26%, -0.2%, -9%, 12%
> N#Cc1ccccc1/C=N/Nc1nc(-c2ccccc2)c2cc(Cl)ccc2n1
  0.1%, i, 0.5, x, -2.4%, 28%, 1%, -0.1%, 10%, 4%
> CC(Oc1ccc(Cl)cc1Cl)C(=O)NNC(=O)c1cccnc1 (stereo unspecified)
  1.6%, i, 1.7, -29%, 0.4%, 7%, 26%, -0.1%, 1%, -2%
> CCn1c(=O)c([N+](=O)[O-])c(NCc2ccc3c(c2)OCO3)c2ccccc21
  -1.2%, i, 0.3, -5%, -1.3%, -19%, 16%, 0.0%, 16%, -12%
> O=C(COC(=O)c1ccc(O)cc1O)NCCN1C(=O)CSC1=O
  -0.3%, i, 0.1, 7%, -0.7%, 7%, 11%, -1.9%, 10%, -7%
> Cn1cc(CNC(=O)c2cc(-c3ccccc3)nc3ccc(Br)cc23)cn1
  1.3%, i, 0.4, -5%, -0.9%, -6%, -51%, -0.2%, 18%, 3%
> COc1ccc(-n2nc3c(c2NC(=O)COc2ccccc2F)CS(=O)(=O)C3)cc1
  1.8%, i, 4.4, -3%, 1.2%, 16%, 0%, -0.2%, 3%, 0%
> C[C@@H](C(=O)NC1CCN(Cc2ccccc2)CC1)N1C(=O)N2CCc3c([nH]c4ccccc34)[C@@]2(C)C1=O
  -6.2%, i, 2.7, -12%, 0.3%, -6%, -90%[20 µM], -0.1%, 2%, -14%
> Cc1ccc(C(=O)CCNc2ccc(Br)cc2)o1
  4.5%, i, 0.8, -25%, 2.0%, 1%, -6%, 0.2%, -22%, -7%
> Nc1ccc(-n2nnnc2-c2ccco2)cc1
  3.1%, i, 0.6, 7%, 0.8%, 26%, 3%, 0.1%, 18%, -5%
> Cc1nonc1NC(=O)CSc1nc(C23CC4CC(CC(C4)C2)C3)nc2ccccc12
  1.5%, i, 0.3, 2%, 1.4%, 27%, -34%, -1.9%, -65%, -1%

# A few values from the results shown:
# O=C(Oc1ccccc1N1CCOCC1)c1ccccc1 in KOR beta-arrestin-2: 14%
# Nc1ccc(-n2nnnc2-c2ccco2)cc1 in HIV fusion peptide: 0.8%

# Carrying on.
# Values run as follows: KOR beta-arrestin-1, Myeloid diff 2, Myeloid diff 2 GFP+ MAC1+ %, NOD1 NF-kB reporter, HIV fusion peptide, GPR55 antagonists, KOR beta-arrestin-2, GPR55 beta-arrestin, NOD2 inhibition, GPR35 arrestin U2OS
> Cc1oc(-c2ccc(Cl)cc2)nc1CS(=O)CC(=O)NCc1ccco1 (stereo unspecified)
  0.8%, i, 0.0, -16%, 1.7%, -5%, -33%, -0.2%, 20%, -3%
> CN(C)S(=O)(=O)c1ccc(NC(=O)CSc2nnnn2C)cc1
  0.0%, i, 0.3, -9%, 0.4%, -2%, 29%, 0.3%, 2%, 8%
> CC(=O)c1cccc(NC(=O)c2ccc3c(Cl)c4c(nc3c2)CCCC4)c1
  -1.4%, i, 0.3, -3%, 1.7%, 9%, -15%, -0.2%, -3%, 0%
> C=CCn1c(-c2ccoc2)n[nH]c1=S
  -3.1%, i, 1.6, 5%, -3.3%, -2%, -11%, 0.6%, 8%, -8%
> O=C(C1CC1)N1CCc2cc(Br)cc(S(=O)(=O)NCC3COc4ccccc4O3)c21 (stereo unspecified)
  -0.5%, i, 1.1, -12%, -1.1%, 18%, 15%, -0.1%, -8%, -8%
> COc1ccc(-c2nc(CSCC(=O)NCc3ccc4c(c3)OCO4)c(C)o2)cc1OC
  0.7%, i, 1.4, 2%, -1.4%, 5%, -49%, -0.1%, -19%, 1%
> COc1ccc(C2CCCN2CC(O)COc2ccccc2C(C)C)cc1 (stereo unspecified)
  1.9%, i, 0.3, -7%, -0.3%, 6%, 3%, -0.1%, 7%, 8%
> Cc1ccc2nc(-c3cccc(S(=O)(=O)N4CC(C)OC(C)C4)c3)cn2c1 (stereo unspecified)
  0.9%, i, 4.5, 19%, 2.1%, 14%, -32%, -0.1%, 36%, -10%
> CCOC(=O)c1c(C)[nH]c(C)c1S(=O)(=O)N(C)CC(=O)NCc1ccc(F)cc1
  2.2%, i, 0.0, 13%, 2.3%, 0%, -71%, -0.2%, 10%, -4%
> COc1ccc(CCn2c(=O)[nH]c3cc(C(=O)NCCN4CCOCC4)ccc3c2=O)cc1OC
  -3.5%, i, 1.3, -3%, -2.0%, -5%, 8%, 0.0%, -10%, 1%
> O=C(CC1SC(=Nc2cccc3ccccc23)N(Cc2ccccn2)C1=O)Nc1ccccc1Br (stereo unspecified)
  -1.3%, i, 0.2, -16%, 0.4%, 10%, -6%, 0.2%, 6%, -5%
> O=C(Nc1cccc(C(F)(F)F)c1)Nn1cnnc1
  3.2%, i, 0.9, -28%, 1.4%, 15%, 1%, 0.2%, 5%, -1%
> Clc1cccc(-c2nc(NCCCN3CCOCC3)c3ccccc3n2)c1
  -4.0%, i, 0.3, -4%, -0.4%, 14%, -27%, 0.5%, 21%, -12%
> Cc1cc(C(F)(F)F)nc(NCc2ccc(F)cc2)n1
  1.6%, i, 0.2, -1%, -4.2%, 33%, 11%, -0.1%, 2%, -3%
> O=c1[nH]c2ccccc2nc1C(Nc1ccccc1)c1ccccc1 (stereo unspecified)
  1.4%, i, 0.8, -6%, -0.9%, 14%, 3%, 0.3%, 8%, -2%
> N#CC1=C(N)OC2=C(C(=O)CCC2)C1c1ccoc1 (stereo unspecified)
  -0.4%, i, 0.2, -18%, -0.4%, 2%, -15%, 0.2%, 4%, 13%
> CCOC(=O)[C@@H]1[C@H]2COc3ccc(Br)cc3[C@@H]2N2C(=O)N(c3ccc(F)cc3)C(=O)[C@]12C
  -4.9%, i, 1.2, -26%, 0.5%, -6%, -16%[20 µM], 0.0%, 3%, 6%
> CN(C)c1cccc2c1c(NC(=O)c1ccc(Cl)cc1)nn2C
  x, i, 0.8, -9%, -2.0%, 7%, 1%, 0.0%, 3%, -1%
> COc1ccc(NC(=O)CC2SC(=NCc3ccccc3OC)NC2=O)cc1 (stereo unspecified)
  -0.6%, i, 8.2, -2%, -1.6%, -2%, 20%, -0.2%, 15%, -1%
> CC(=O)N1N=C(c2ccco2)CC1c1ccc(Cl)o1 (stereo unspecified)
  5.3%, i, 0.0, -33%, 0.1%, 10%, -31%, -0.1%, -8%, 1%
> COCC(=O)Nc1cc([N+](=O)[O-])ccc1C
  3.9%, i, 1.2, -3%, 0.0%, 9%, 24%, 0.3%, 11%, 7%
> Cc1cccc(CCNC(=O)CCc2nnc(CCc3ccccc3)o2)n1
  x, i, 0.5, -39%, 1.1%, 2%, -32%[20 µM], -0.1%, -13%, 16%
> CCCCCCCCCCOC(=O)Cn1c(COc2cccc(C)c2)[n+](C)c2ccccc21
  -3.7%, i, 0.2, -11%, 12%, 4%, -72%[20 µM], 31%, -7%, 10%
> O=C(CSCc1c(F)cccc1Cl)Nc1ccccc1C(=O)N1CCOCC1
  -6.7%, i, 0.5, -30%, -0.1%, 4%, 5%, -0.2%, 10%, 3%
> CC1CCN(S(=O)(=O)N2CCC(C(=O)NC3CCCC3)CC2)CC1
  -0.6%, i, 0.0, -32%, 1.9%, 0%, -10%, 1.1%, 4%, 15%
> CC(C)(C)c1ccc(NS(=O)(=O)c2ccc(N)cc2)cc1
  -0.7%, i, 0.6, -10%, 1.1%, 2%, 22%, 0.2%, -5%, 32%
> NC(=O)CN1CCCN(S(=O)(=O)c2ccc(Br)cc2)CC1
  2.6%, i, 0.5, x, -3.4%, -1%, -27%, -0.1%, 18%, 3%
> Cc1cccc(-c2noc(-c3ccno3)n2)c1
  5.2%, i, 0.7, -12%, 3.6%, -4%, -8%, -0.2%, 17%, 0%
> CC(C)CNC(=O)c1ccc2c(c1)C(=O)N(C1CCCCC1)C2=O
  3.9%, i, 0.5, 1%, -0.1%, 17%, 15%, 0.7%, 3%, -3%
> O=C(O)c1cccc(N2C(=O)c3ccc4c5c(ccc(c35)C2=O)C(=O)N(c2cccc(C(=O)O)c2)C4=O)c1
  1.0%, i, 0.4, -9%, 3.6%, 8%, 32%, -1.9%, 1%, -4%
> COc1ccc2[nH]c(=O)c(CN(C(=O)c3ccncc3)C(C)C)cc2c1
  -3.3%, i, 0.9, -6%, -4.1%, 4%, -5%, -0.1%, 2%, 4%
> COc1ccc2nccc(/C=C/c3ccnc4ccc(OC)cc34)c2c1
  61%, i, 0.3, -1%, -1.4%, 2%, -20%, -0.1%, 2%, 4%
> O=C(C1CCCN1S(=O)(=O)c1cccc2cccnc12)N1CCn2c1nc1ccccc12 (stereo unspecified)
  x, i, 2.1, -24%, 2.3%, -2%, x, 0.5%, -15%, -2%
> CCOC(=O)c1c(C)c(C(=O)NCc2cccnc2)c(C)n1C
  -3.4%, i, 6.3, x, -0.5%, 4%, 16%, -0.1%, 16%, 0%
> Cn1cccc1CNCC(O)c1ccccc1 (stereo unspecified)
  -4.9%, i, 0.7, -3%, 1.2%, -13%, -51%[20 µM], 0.5%, 19%, -11%
> COC(=O)c1ccccc1S(=O)(=O)N1CCC(c2nc3ccccc3o2)CC1
  -1.7%, i, 0.3, -6%, 0.7%, 14%, -24%, -0.3%, 4%, 0%
> CN(Cc1nc(-c2ccncc2)no1)S(=O)(=O)c1ccc(Br)cc1
  -4.3%, x, x, -5%, 0.2%, 3%, 28%, -0.2%, 11%, 7%
> O=[N+]([O-])c1ccc2nc(-c3ccccc3)n(OCc3ccc(Cl)cc3)c2c1
  2.0%, i, 0.7, -28%, 2.2%, 9%, -14%, -0.1%, -84%, 6%
> Cc1cc(C2=NNC(=NC3CC3)SC2)c(C)n1Cc1ccco1
  7.4%, i, 0.7, 90%*, 11%, -16%, 21%, -0.1%, 85%*, 4%
> Cc1cccc(N2C(=O)CC(Cn3nc(C)cc3C)C2=O)c1 (stereo unspecified)
  3.0%, i, 0.3, 3%, -0.7%, 4%, -25%, 0.6%, 13%, -6%
